# SRC1 TRFRET art: flags TR-FRET format artefacts in PPARgamma SRC-1 recruitment agonist screen; TR-FRET detection artefact counter-screen, emission ratio; active compounds read high; TR-FRET ratio at 8 µM; 99,000 compounds, 0.34% hits; AID 1051; in the data active = TR-FRET ratio above about 2300; note: inactives centre near 1800; reference of the scale not given here
# SRC3 TRFRET art: flags TR-FRET format artefacts in PPARgamma SRC-3 recruitment agonist screen | TR-FRET artefact counter-screen, PPARgamma/SRC-3 format; active compounds read high | TR-FRET ratio at 8 µM | 99,000 compounds, 0.39% hits | AID 1048; in the data active = TR-FRET ratio above about 2000; note: inactives centre near 1600; reference of the scale not given here
# An asterisk follows results filed as active.
SMILES,SRC1 TRFRET art,SRC3 TRFRET art
O=C(CN1CCN(c2ncccn2)CC1)NCc1ccc2c(c1)OCO2,1825,1582
Cc1ccc(O)c(NC(=O)C2CC(c3ccc(F)cc3)=NO2)c1 (centres undefined),1800,1610
CC/C(O)=C1\C(=O)CC(c2ccccc2)CC1=NCCC(=O)O (centres undefined),1762,1401
OC(CNC1CCCc2ccccc21)COc1c(Cl)cccc1Cl (centres undefined),1794,1529
CCc1nn(CCCC(=O)N2CCc3ccccc3C2)c(=O)c2cc3occc3n12,1940,1554
CC(C)CCNC(=O)CCc1nnc(Cc2c[nH]c3ccccc23)o1,1844,1654
O=C(c1ccc(CSc2ccc(Cl)cc2)cc1)N1CCCC1,1840,1509
NS(=O)(=O)c1ccc(CCNCc2cccs2)cc1,1848,1402
O=C(COC(=O)C1=Cc2ccccc2OC1)NCc1ccco1,1456,1447
CCCNC(=O)COC(=O)c1cc2c(=O)n3ccccc3nc2s1,1799,1522
CCc1ccc(C(=O)CN2C(=O)NC(C)(c3ccc(C)cc3)C2=O)cc1 (centres undefined),1900,1577
O=C(/C=C/c1ccccn1)c1ccc(Br)cc1O,1828,1700
COc1cc(/C=C2\C(=O)N(C)C(=S)N2C)ccc1O,1928,1687
CCC(C)n1c(SCC(=O)Nc2cc(C(C)(C)C)nn2-c2ccccc2)nc2ccccc2c1=O (centres undefined),1465,1475
CC1CCN(S(=O)(=O)c2ccc(C(=O)NNC(=O)C3CC3)cc2)CC1,1729,1506
O=C(COc1ccc(Oc2ccccc2)cc1)NCc1cn2ccccc2n1,1751,1412
Cc1nn(CC2CC2)c(=O)n1-c1cccc(Cl)c1,1848,1620
CN(C)S(=O)(=O)N1CCN(c2ccc([N+](=O)[O-])cc2)CC1,1610,1630
COc1cc(CC(=O)Nc2ccc(N3CCOCC3)cc2)cc(OC)c1OC,1578,1515
COc1cccc(-c2nnc(NC(=O)c3cccs3)s2)c1,1829,1498
O=[N+]([O-])c1cc(-c2nnc(Nc3ccc(O)cc3)c3ccccc23)ccc1N1CCOCC1,1550,1785
Cn1cc(Cl)c(C(=O)Nc2cnn(Cc3ccc(F)cc3)c2)n1,1752,1566
O=C(Nc1ccccc1C(=O)N/N=C/c1ccco1)c1ccc(F)cc1,2094,1712
OC(CNc1nc2ccccc2s1)c1ccccc1 (centres undefined),1619,1545
COc1ccc(-c2cc(C3CCN(Cc4cccc(C(F)(F)F)c4)CC3)[nH]n2)cc1,1762,1503

# Brought forward from above: seven entries; new compounds follow.
SMILES,SRC1 TRFRET art,SRC3 TRFRET art
COc1cc(CC(=O)Nc2ccc(N3CCOCC3)cc2)cc(OC)c1OC,1578,1515
COc1cccc(-c2nnc(NC(=O)c3cccs3)s2)c1,1829,1498
O=[N+]([O-])c1cc(-c2nnc(Nc3ccc(O)cc3)c3ccccc23)ccc1N1CCOCC1,1550,1785
Cn1cc(Cl)c(C(=O)Nc2cnn(Cc3ccc(F)cc3)c2)n1,1752,1566
O=C(Nc1ccccc1C(=O)N/N=C/c1ccco1)c1ccc(F)cc1,2094,1712
OC(CNc1nc2ccccc2s1)c1ccccc1 (centres undefined),1619,1545
COc1ccc(-c2cc(C3CCN(Cc4cccc(C(F)(F)F)c4)CC3)[nH]n2)cc1,1762,1503
CCOC(=O)CNC(=O)N1c2ccccc2Sc2ccccc21,1790,1672
COc1ccc(CC2(CO)CCN(Cc3cc4ccccc4o3)CC2)cc1,1452,1487
Cc1ccc(-n2c(C)cc(C(=O)NS(=O)(=O)c3ccc(C)cc3)c2C)cc1,1476,1414
CC(C)CN1CCNC(=O)C1CC(=O)NCCc1cnn(-c2ccccc2)c1 (centres undefined),1733,1644
COc1ccc(-c2[nH]n(-c3ccc([N+](=O)[O-])cc3)c(=O)c2C=NCc2ccc(F)cc2)cc1,1848,1445
c1csc(-c2nnc(N3CCOCC3)c3ccccc23)c1,1818,1621
COc1ccc(C(=O)NNC(=O)c2ccccc2[N+](=O)[O-])cc1,1501,1501
COc1cnc(-c2cccc(C(F)(F)F)c2)nc1OC,1670,1778
CCNC(=O)COC(=O)/C=C/c1cccs1,1638,1542
CCOC(=O)/C(=N\Nc1ccccc1[N+](=O)[O-])c1csc(N)n1,2125,1511
COc1ccc([N+](=O)[O-])cc1NC(=O)COC(=O)Cc1cc(OC)c(OC)c(OC)c1,1559,1522
Cc1cc(C(=O)COc2ccccc2[N+](=O)[O-])c(C)n1C1CC1,2016,1605
CN(C)/C=C/C(=O)c1ccc(Cl)c([N+](=O)[O-])c1,1681,1590
O=C(CSc1nnc(COc2ccccc2)n1-c1ccccc1)c1cccs1,1611,1872
COc1ccccc1C(=O)NC(CCSC)C(=O)OCC(=O)c1ccc[nH]1 (centres undefined),1908,1529
Cc1ccc(Nc2nc(CSc3nnc(-c4ccccc4)n3C)cs2)cc1,2134,1685
Cc1sc2ncnc(N[C@@H](Cc3c[nH]c4ccccc34)C(=O)O)c2c1C,2135,1685
COC(=O)c1ccc(N=Nc2ccccc2)cc1,1730,1544
CC(O)C(=O)N/N=C/c1cccc2ccccc12 (centres undefined),1790,1353
OCC1(Cc2ccccc2C(F)(F)F)CCN(Cc2ccccc2)CC1,1691,1681
S=c1[nH]nc(-c2cccc(Cl)c2)n1Cc1ccccc1,1973,1818
O=C(O)c1ccc(N=NN2CCCCC2)cc1,1693,1498
CCOC(=O)CSc1nnc(-c2cccnc2)n1C,1879,1647
Cc1ccc(/C=N/n2c(COc3ccccc3)n[nH]c2=S)o1,1736,1418
COc1ccc(CC(=O)OCC(=O)NCc2ccccc2Cl)cc1,1842,1672
# (further entries)
SMILES,SRC1 TRFRET art,SRC3 TRFRET art
CCCOc1ccc(S(=O)(=O)N2CCOCC2)cc1[N+](=O)[O-],1793,1631
Clc1cccc(OCc2nc(-c3ccncc3)n[nH]2)c1,1775,1701
Nc1ccc(C(=O)OCC(=O)c2cccc([N+](=O)[O-])c2)cc1,1921,1704
O=C(COc1cccc(Cl)c1)Nc1ccc2c(c1)CCC2,1851,1514
COC(=O)c1ccccc1NC(NC(=O)c1ccco1)C(=O)c1ccccc1 (centres undefined),1707,1775
CN1CCN(NC(=O)c2ccc(Cl)s2)CC1,1568,1524
Cc1cccc(NC2=NC(=S)N(c3cccc(C(=O)O)c3)C23CCCCC3)c1,1869,1650
O=C(CO/N=C\c1ccccc1)Nc1ccccc1C(=O)N1CCOCC1,1873,1537
COc1ccc(NC(=S)N2CCN(C(c3ccccc3)c3ccccc3)CC2)cc1OC,1905,1621
CC[n+]1c(/C=C/C=C/N(C(C)=O)c2ccccc2)sc2cc(OC)ccc21,1868,1700
CC(=O)Nc1ccc(S(=O)(=O)NCCNc2ccccc2[N+](=O)[O-])cc1,1640,1700
NS(=O)(=O)c1ccc(N/N=C/c2cn(-c3ccccc3)nc2-c2cccs2)cc1,1782,1668
Cc1ccc(NC(=S)NCCN(C2CCCCC2)C2CCCC2)cc1C,1912,1929
CC1CCCC(NC(=O)COC(=O)CSc2ccc3ccccc3c2)C1C (centres undefined),1854,1607
O=C(O)c1ccc(N=C2SCC(=O)N2Cc2ccccc2)cc1,1628,1473
O=C(O)CC1=C(O)C(=O)N(c2ccccc2)C1c1ccccc1 (centres undefined),1804,1417
CN(Cc1nc(-c2cccs2)no1)CC1(N2CCOCC2)CCCCC1,1764,1638
O=C(CCc1nc2ccccc2c(=O)[nH]1)OCc1ccc(-c2ccccc2)cc1,1608,1558
CCN1CCN(CCOc2ccccc2-c2ccccc2)CC1,1695,1618
Cc1cc(C(F)(F)F)nc(SCCN2CCOCC2)c1C#N,1918,1576
CC(C)CNC(=O)c1ccccc1NC(=O)CCSc1ccccc1,1690,1466
Cc1cc(C)cc(NC(=O)C2CCN(c3cnccn3)CC2)c1,1851,1671
CCn1c(=O)c([N+](=O)[O-])c(NCCc2ccc(OC)c(OC)c2)c2ccccc21,1962,1659
CCNC(=S)NNC(=O)c1cc(C)nc2ccccc12,1931,1714
Cc1ccc(OCC(=O)Nc2ccc(S(=O)(=O)N3CCCCC3)cc2)c([N+](=O)[O-])n1,1778,1485

# Record cards, as listed above.
# Listed for `CC(=O)Nc1ccc(S(=O)(=O)NCCNc2ccccc2[N+](=O)[O-])cc1` = SRC1 TRFRET art = 1640; SRC3 TRFRET art = 1700
# Listed for `CCNC(=S)NNC(=O)c1cc(C)nc2ccccc12` = SRC1 TRFRET art = 1931; SRC3 TRFRET art = 1714

# (further entries)
SMILES,SRC1 TRFRET art,SRC3 TRFRET art
COc1ccc(/C=N/NC(=O)c2ccc(N(C)S(=O)(=O)c3ccccc3)cc2)cc1OC,1868,1522
Clc1cccc(Cl)c1NC1=NCCN1,1783,1500
COc1ccc(Cl)cc1C(=O)NC(C)C,1593,1451
c1ccc(-n2cc(CN3CCC(N4CCOCC4)CC3)c(-c3ccc4c(c3)OCO4)n2)cc1,1871,1513
COc1ccc(-c2ncn(CCC#N)c2[N+](=O)[O-])cc1,1522,1414
Cc1cc(N)n(-c2ccc([N+](=O)[O-])cc2)n1,1790,1411
COc1ccc(-c2nnc(SC(C(=O)c3c[nH]c4ccccc34)c3ccccc3)n2N)cc1OC (centres undefined),1659,1611
Cc1cc(=O)oc2cc(Oc3ncccc3[N+](=O)[O-])ccc12,1922,1614
O=C1Nc2ccccc2N(O)N1c1ccc(S(=O)(=O)N2CCCCCC2)cc1,1660,1611
O=C(N/N=C/c1cc2ccccc2nc1Cl)c1ccncc1,1489,1477
CC(C)=NNc1nc(-c2ccc([N+](=O)[O-])cc2)cs1,1883,1527
CS(=O)(=O)N1N=C(c2ccccc2)CC1c1ccc2c(c1)OCO2 (centres undefined),2010,1738
CCc1ccc2c(c1)C(=O)C(=O)N2CC(=O)Nc1ccc(NC(=O)c2ccccn2)cc1,1798,1702
O=C(Nc1cccc(Cl)c1)c1ccc(F)c(S(=O)(=O)NCc2ccc3c(c2)OCO3)c1,1918,1558
CNC(=O)c1ccc(-c2ccc(Cl)c(Cl)c2)s1,1822,1562
CCCn1c(=S)[nH]c2ccccc2c1=O,1889,1591
Cc1ccc(NC(=O)C2C3CCCC2C3c2ccccc2)cc1 (centres undefined),1812,1527
O=C(CCc1nc2ccccc2c(=O)[nH]1)NCc1ccccn1,1965,1681
CN(C)C(=O)C(NC(=O)c1ccccc1)=C(Cl)Cl,1464,1511
COc1cc(NC(=S)N2CCC(C(O)(c3ccccc3)c3ccccc3)CC2)cc(OC)c1,1768,1491
Cc1ccccc1C(=O)Nc1ccccc1C(=O)NCC(C)C,1818,1701
O=C(NCCNC1CCC(c2ccccc2)CC1)c1ccc(F)cc1 (centres undefined),1844,1557
O=C(COC(=O)/C=C/c1cccc(F)c1)Nc1ccccc1-c1ccccc1,1633,1604
CCCCNC(=S)Nc1cc([N+](=O)[O-])ccc1C,1841,1655
COc1cc(/C=C2/NC(=O)NC2=O)cc(Br)c1OCc1ccc(C(=O)O)cc1,1736,1514

# Quoted from the results shown (2 entries):
SMILES,SRC1 TRFRET art,SRC3 TRFRET art
O=C(CN1CCN(c2ncccn2)CC1)NCc1ccc2c(c1)OCO2,1825,1582
Cc1ccc(O)c(NC(=O)C2CC(c3ccc(F)cc3)=NO2)c1 (centres undefined),1800,1610

# (list continues)
SMILES,SRC1 TRFRET art,SRC3 TRFRET art
O=C(COc1ccc2c(c1)OCO2)Nc1ccccc1C(F)(F)F,1881,1649
Cc1cc(C(=O)C(=O)N(C)C)c(C)n1-c1ccc(Cl)c(Cl)c1,1993,1786
CCCCCC(=O)c1c(C)[nH]c(C(=O)OCC)c1C,1850,1490
CCN(c1ccccc1)S(=O)(=O)c1ccc(Cl)c(NC(=O)COC(=O)c2ccc[n+]([O-])c2)c1,1650,1664
Cc1nn(-c2ccccn2)c2c1C(c1ccccc1Cl)C1=C(N2)c2ccccc2C1=O (centres undefined),1818,1588
Cc1cc(NC(=O)CSc2nnc(N)s2)c([N+](=O)[O-])cc1C,1488,1506
CCn1c(=O)c([N+](=O)[O-])c(Cl)c2ccccc21,1977,1611
CCC(C)(C)NC(=O)/C=C/c1cc(OC)c(OC)c(S(=O)(=O)N2CCc3ccccc32)c1,1841,1402
CCOc1cc(-c2noc(CCC(=O)Nc3cccnc3)n2)ccc1OC,1608,1517
COc1ccc(N2C(=O)CC(Sc3n[nH]c(-c4ccc(C)cc4)n3)C2=O)cc1 (centres undefined),1653,1286
CC(=O)N1CCn2c3c(c(=O)c4cc(C)ccc42)CCC31 (centres undefined),1701,1600
Cc1ccc(S(=O)(=O)Nc2ccc(N3CCCCC3)cc2)cc1,1436,1527
O=C(Oc1ccc(C(=S)N2CCC(O)CC2)cc1)c1ccc(Cl)cc1,1753,1658
CC(C)C(C)NC(=O)CN1C(=O)NC2(CCc3ccccc3C2)C1=O (centres undefined),1449,1507
CCn1c(=O)cc(OCC(=O)N2CCN(c3ccc(F)cc3)CC2)c2ccccc21,1852,1457
CN1CCN(Cc2cn[nH]c2-c2ccc(F)cc2F)[C@@H](c2ccccc2)C1,2117,1593
COc1cc(-c2nnc(CSc3nnc(Nc4ccc(C(C)C)cc4)s3)o2)cc(OC)c1OC,1886,1615
Cc1ccc(C(=O)N2CCCC(C(=O)c3ccc(Oc4ccccc4)cc3)C2)cn1 (centres undefined),1698,1669
C=CCN1C(=O)/C(=C/c2ccc(OCC(=O)O)cc2)S/C1=N/c1nccs1,1848,1586
Cc1ccc(NC(=O)c2c(Cl)nc3ccccn23)cc1,1956,1630
CC(=O)c1ccc(NC(=O)N2C3CCC2CC(O)(c2cccnc2)C3)cc1 (centres undefined),1658,1657
CC(C)CCC(O)(CCC(C)C)C(=O)NNc1ccccc1,1940,1733
O=C(Cc1ccc(-c2ccccc2)cc1)NC(c1ccccc1)c1ccccc1,1807,1650
Cc1cc(C)c(S(=O)(=O)N(CC(=O)O)C2CCCCC2)c(C)c1,1716,1413

# Screens deposited in PubChem by The Scripps Research Institute Molecular Screening Center.

# A portion of the library; the hit share may differ from the screen's.
